# TDP-43 yeast inh = rescues yeast growth from TDP-43 toxicity; Potency, µM (highest dose often 46.1 µM), without a hit: top-dose growth rescue (activation), usual class: activators; TDP-43 expressing yeast growth rescue, BacTiter-Glo, 24 h; AID 652104; 410,000 tested, 1.8% active; further: % of control where 0% means no effect; nearly all actives have a fitted effect of over 50% in size
#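 Growth rescue of TDP-43-toxic yeast measured as ATP luminescence (BacTiter-Glo). Cells grown to mid-log in raffinose, induced in galactose at OD600=0.02, exposed to compound 24 hr at 30 deg C.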
# EPAC2 antag = blocks human EPAC2 exchange factor. EPAC2 GEF exchange of Rap1B-BODIPY-GDP, fluorescence. Q8WZA2. Potency, µM (doses to about 114 µM), for inactives: at the highest dose activity, negative = inhibition, hits mostly inhibitors. AID 720708. 360,000 tested, 0.18% active; further: on the % scale 0 is the no-effect control and ±100 the full control effect; nearly all actives have a fitted effect of over 45% in size; many of its hits are not listed in these tables
# Target sequence (Q8WZA2 whole entry, looked up): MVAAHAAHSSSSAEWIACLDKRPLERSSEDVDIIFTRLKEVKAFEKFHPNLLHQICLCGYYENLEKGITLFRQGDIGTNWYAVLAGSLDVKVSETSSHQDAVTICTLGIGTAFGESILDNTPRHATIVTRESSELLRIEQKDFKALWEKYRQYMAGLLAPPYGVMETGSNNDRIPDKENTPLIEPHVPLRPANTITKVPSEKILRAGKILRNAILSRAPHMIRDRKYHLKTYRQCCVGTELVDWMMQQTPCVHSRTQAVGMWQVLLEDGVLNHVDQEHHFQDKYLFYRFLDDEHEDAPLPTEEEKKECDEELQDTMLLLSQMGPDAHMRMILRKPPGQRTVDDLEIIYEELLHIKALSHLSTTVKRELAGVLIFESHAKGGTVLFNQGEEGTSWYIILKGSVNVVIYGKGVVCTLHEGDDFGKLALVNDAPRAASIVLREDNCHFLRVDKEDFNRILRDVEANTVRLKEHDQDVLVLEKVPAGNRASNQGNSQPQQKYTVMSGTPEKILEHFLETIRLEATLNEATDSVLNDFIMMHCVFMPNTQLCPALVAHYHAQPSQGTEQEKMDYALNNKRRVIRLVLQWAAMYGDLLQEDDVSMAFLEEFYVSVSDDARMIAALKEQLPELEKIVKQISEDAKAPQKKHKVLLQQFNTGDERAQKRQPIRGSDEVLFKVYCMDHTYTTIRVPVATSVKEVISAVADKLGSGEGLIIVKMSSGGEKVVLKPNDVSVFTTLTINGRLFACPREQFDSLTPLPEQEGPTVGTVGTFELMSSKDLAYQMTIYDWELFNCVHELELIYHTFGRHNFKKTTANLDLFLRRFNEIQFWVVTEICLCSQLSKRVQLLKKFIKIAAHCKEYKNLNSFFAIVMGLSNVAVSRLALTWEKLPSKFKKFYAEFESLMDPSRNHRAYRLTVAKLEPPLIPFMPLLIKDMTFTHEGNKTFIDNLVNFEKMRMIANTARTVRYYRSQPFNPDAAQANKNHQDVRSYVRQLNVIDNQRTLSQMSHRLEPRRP
# EPAC1 agonist = activates human EPAC1 exchange factor; O95398; EPAC1 agonist qHTS, biochemical assay; response scale: 100% = response to 6.5 mM cAMP; Potency, µM (highest dose often 154 µM), for inactives: at the top dose activation, most hits filed as activators; 360,000 tested, 0.073% active; further: nearly all actives have a fitted effect of over 60% in size
#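 Multi-concentration qHTS readout: loss of Rap1B-bound BODIPY-GDP fluorescence driven by 100 nM EPAC1 with excess GDP (50 uM), monitored kinetically at room temperature; agonist response expressed relative to 6.5 mM cAMP.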
# FUS yeast rescue = suppressors of FUS proteinopathy in yeast; AID 1347120; Potency, µM (series often up to 76.6 µM), for inactives: at the highest dose growth rescue (activation), usual class: activators; S. cerevisiae FUS-expressing, growth rescue, OD600, 24 h; 390,000 tested, 0.24% active;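 further: plate controls were DMSO vehicle for no effect and reference control for full effect; nearly all actives have a fitted effect of over 55% in size; some results filed as inactive show a strong effect at the top dose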
#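 Toxicity suppression screen in FUS-yeast. Cells induced with 2% galactose, starting OD 0.005, treated 24hr at 30C with compounds at multiple final concentrations; growth by OD600.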
# aSyn rescue = rescues yeast growth from alpha-synuclein toxicity. Yeast expressing alpha-synuclein, growth rescue, BacTiter-Glo, 24 h. Potency, µM (series often up to 46.1 µM), for inactives: at the top dose growth rescue (activation), usual class: activators. 370,000 tested, 0.14% active; further: % of control where 0% means no effect; nearly all actives have a fitted effect of over 65% in size
#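 Galactose-induced alpha-syn yeast (OD600=0.02, raffinose-pregrown) + pinned cpd, 24 hr, 30 deg C; growth by BacTiter-Glo luminescence. Growth restoration scores as activation.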
# EPAC1 antagonist = EPAC1 (human) antagonism | EPAC1 GEF assay, Rap1b-BODIPY-GDP exchange fluorescence | Potency, µM (doses to about 115 µM), for the others: at the highest dose activity change, negative = inhibition, hits mostly inhibitors | 360,000 tested, 0.14% active | AID 720709;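 further: plate controls were vehicle for no effect and positive control for full effect; nearly all actives have a fitted effect of over 50% in size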
# EPAC2 ag = agonists of human EPAC2 (RAPGEF4) | EPAC2 activation, biochemical qHTS; response scale: 100% = 6.5 mM cAMP response | Potency, µM (series often up to 154 µM), without a hit: at the top dose activation, actives largely listed as activators | 360,000 tested, 0.079% active; further: nearly all actives have a fitted effect of over 50% in size
#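 Exchange assay: 100 nM EPAC2 with 250 nM Rap1B-BODIPY-GDP and 50 uM GDP. Fluorescence (ex 480/em 540 nm) read every 5 min for 30 min at room temperature. Data normalized to 6.5 mM cAMP as agonist control.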
# PTHR1 ag = PTHR1 (human) receptor agonism; Potency, µM (highest dose often 115 µM), inactives show at the highest dose activation, actives largely listed as activators; HEK293 GP2 PTHR1 cells, GloSensor cAMP luminescence, 1 h; 410,000 tested, 0.075% active; Q03431; further: nearly all actives have a fitted effect of over 55% in size; some results filed as inactive show a strong effect at the top dose; inactives centre near -15; many of its hits are not listed in these tables
#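 HEK-293-derived GP2 cells expressing PTHR1 and a GloSensor cAMP reporter, 3,000/well, plated overnight, given luciferin plus IBMX (each 0.5 mM as added) for 1 h at 37 °C, then compound for 1 h at 37 °C. Luminescence was read after 15 min at room temperature.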
# Numbers without * were called inactive; i = inactive; ? = inconclusive; . = not tested or not shown; & = joins results of further samples; [ ] = dose if it differs, or a comment. The call rests on the fitted dose curve; in most records, active means well fitted curve in the direction sought with a large enough effect; inconclusive means small, poorly fitted or top-dose-only effect, or another doubt; inactive means no such curve, though single readings can be large; an effect the other way counts as inactive or inconclusive. Potency means the concentration at half of the fitted maximal effect. These rows are one share of the data; the hit share may differ from the screen's.
# Abbreviations – A = TDP-43 yeast inh; B = EPAC2 antag; C = EPAC1 agonist; D = FUS yeast rescue; E = aSyn rescue; F = EPAC1 antagonist; G = EPAC2 ag; H = PTHR1 ag
O=C1c2ccccc2C(c2nnnn2Cc2ccccc2)N1Cc1cccs1 (stereo not drawn)
  A: ?	B: -13%&-13%	C: 10%&9%	D: 4%&21%	E: 7%&5%	F: -7%&-3%	G: 8%&3%	H: -30%&-17%[inhibitor]
CCOCC(=O)Nc1c(C(=O)OCC)oc2ccccc12
  A: -8%	B: 9%	C: 3%	D: 7%	E: -3%	F: 19%	G: -9%	H: -12%[57.5 µM]
O=S(=O)(Nc1cccnc1)c1ccc(C2CCCCC2)cc1
  A: -1%	B: 6%	C: 0%	D: 5%	E: 6%	F: 12%	G: -10%	H: -11%[57.5 µM]
Cc1nc2ccccc2c(=O)n1CCc1ccccc1
  A: 23%	B: -9%	C: 4%	D: -18%	E: -3%	F: -7%	G: 9%	H: i
S=C(NCc1ccco1)Nc1ccc(N2CCOCC2)cc1
  A: 2%	B: 0%	C: -6%	D: .	E: -10%	F: -4%	G: 6%	H: -14%
CC(=O)c1ccc(N2CCN(S(=O)(=O)c3cc(-c4cc(C)no4)ccc3C(C)C)CC2)cc1
  A: -2%	B: 4%	C: 13%	D: 49%	E: 14%	F: 10%	G: 6%	H: -21%
CCN(CC)S(=O)(=O)c1ccc(NC(=O)c2cnc(C)cn2)cc1
  A: 20%	B: 9%	C: 16%	D: -21%	E: -1%	F: -18%	G: 9%	H: -22%
COc1cccc(CNC(=O)COC(=O)CCCNC(=O)c2ccc(Cl)cc2)c1
  A: 23%	B: -11%	C: -2%	D: 7%	E: 2%	F: 8%	G: 0%	H: i
O=C(Nc1ccccc1)OC1CC2CC1C1CCCC21 (stereo not drawn)
  A: .	B: -14%	C: 18%	D: 2%	E: -12%	F: -23%	G: 8%	H: -30%
CCOC(=O)c1ccc(S(=O)(=O)N2CCN(C)CC2)cc1
  A: -19%	B: -4%	C: 6%	D: -1%	E: -10%	F: -16%	G: 8%	H: i
Cc1cccc(C)c1OCC(=O)Nc1nnc(C2CCCO2)s1 (stereo not drawn)
  A: 6%	B: -1%	C: 1%	D: .	E: 8%	F: -1%	G: -5%	H: i
COC(=O)C1=C(C(=O)OC)[C@@H]2N(C)c3ccccc3[C@@]23C[C@@H](CO)N(C(=O)c2cccs2)C3=N1
  A: -2%	B: 14%	C: -7%	D: 15%	E: 8%	F: -17%	G: 5%	H: -7%
N#CC(C(=O)NC1CC1)c1nc2ccccc2nc1N1CCCC1 (stereo not drawn)
  A: 1%	B: ?	C: 11%	D: 4%	E: 2%	F: -7%	G: -127%[inhibitor]	H: i
CC(C)(C)n1nnnc1C(c1ccc(C(F)(F)F)cc1)N(Cc1ccccc1)Cc1ccco1 (stereo not drawn)
  A: -2%	B: -5%	C: -16%	D: 12%	E: -6%	F: -12%	G: -4%	H: -22%[57.5 µM]
Cc1ccc(C)c(OCC(=O)NNC(=O)c2ccc(NC(=O)C3CC3)cc2)c1
  A: 10%	B: -5%	C: 5%	D: 26%	E: -6%	F: 12%	G: 5%	H: i
C=CCSc1nc2c(cnn2-c2ccc(C)c(C)c2)c(=O)[nH]1
  A: 21%	B: -6%	C: -5%	D: 7%	E: 2%	F: 4%	G: 6%	H: -17%
CC(C)CNc1ncnc2c1ncn2[C@H]1CN(Cc2ccc(F)cc2)C[C@@H](CO)O1
  A: 1%	B: -11%	C: -5%	D: 3%	E: 0%	F: ?	G: -2%	H: i
O=C1c2ccccc2NC(c2ccccn2)N1c1ccccc1F (stereo not drawn)
  A: 3%	B: 0%	C: 6%	D: 14%	E: -1%	F: -2%	G: 11%	H: i
CCOC(=O)CSc1nnc(C2CCCCC2)n1C
  A: 5%	B: 5%	C: 14%	D: 12%	E: -4%	F: 8%	G: 2%	H: i
CC(C)c1cn(CC[C@@H]2CC[C@@H](NC(=O)C3CCCCC3)[C@@H](CO)O2)nn1
  A: -1%	B: 2%	C: -19%	D: -6%	E: -5%	F: 31%[activator]	G: 11%	H: i
COc1ccc(N2CCN(C(=O)CCCn3c(=O)[nH]c4ccsc4c3=O)CC2)cc1
  A: 14%	B: 18%	C: 1%	D: 4%	E: 5%	F: -6%	G: 4%	H: i
CCCCN(C(=O)CSc1nc(CCC)cc(=O)[nH]1)c1c(N)n(Cc2ccccc2)c(=O)[nH]c1=O
  A: -32%[inhibitor]	B: 22%	C: -4%	D: ?	E: -4%	F: -8%	G: -2%	H: 10%
O=C1OC[C@@H]2CCCN2C(=O)[C@@H](CC(=O)N(CCO)Cc2ccccc2)C/C=C\C[C@@H]1Cc1ccc(F)cc1
  A: 3%	B: 4%	C: -28%	D: ?	E: -2%	F: 13%	G: 2%	H: -24%
O=C1NCN(CCO)CN1
  A: 15%	B: 1%	C: -2%	D: -33%	E: -6%	F: -18%	G: 3%	H: -20%
CCOc1ccc(C(=O)SC2=NCCS2)cc1
  A: -3%	B: 0%	C: 12%	D: -15%	E: -11%	F: -2%	G: 9%	H: i
Nc1ccc(-c2nnc(-c3ccc(-c4ccccc4)cc3)o2)cc1
  A: 20%	B: -1%	C: 9%	D: 35%	E: -1%	F: 6%	G: 5%	H: -7%[57.5 µM]
CSc1cccc(-n2ccc(=O)c(C)c2C)c1
  A: -14%	B: 3%	C: 6%	D: 22%	E: 2%	F: -5%	G: 12%	H: -7%
O=C(COC(=O)/C=C/c1cccc(Cl)c1)NCCc1ccccc1
  A: 0%	B: -5%	C: -8%	D: .	E: -5%	F: -8%	G: -9%	H: i
O=C(O)CSCCn1cccn1
  A: 22%	B: 10%	C: -1%	D: 1%	E: 3%	F: -5%	G: -5%	H: -10%[57.5 µM]
O=C(CN1Cc2ccccc2C1=O)Nc1ccc2c(c1)OCCO2
  A: 6%	B: -6%	C: 6%	D: 25%	E: 2%	F: -1%	G: 1%	H: i
O=C1NC(=O)/C(=C/c2cccc3ccccc23)S1
  A: -23%	B: ?	C: -8%	D: 22%	E: -1%	F: ?	G: -7%	H: -11%
Cc1cc(SCC(=O)Nc2ccccc2)nc(C)n1
  A: 6%	B: -1%	C: -10%	D: -18%	E: 7%	F: -2%	G: -2%	H: -4%[57.5 µM]
COc1ccc(N(C(=O)c2ccco2)C(C(=O)NC2CCCC2)c2cc(OC)c(OC)c(OC)c2)cc1 (stereo not drawn)
  A: -7%	B: -9%	C: -1%	D: -10%	E: -4%	F: -8%	G: 2%	H: -23%
Cc1ccc2cc(C)c3nnc(SCc4ccc(C(=O)O)cc4)n3c2c1C
  A: ?	B: -7%	C: 8%	D: 14%	E: 10%	F: -8%	G: 2%	H: ?
CCN(CCO)C(=O)CC1C(=O)NCCN1Cc1c(F)cccc1Cl (stereo not drawn)
  A: -3%	B: 1%	C: 1%	D: 20%	E: 0%	F: -1%	G: 1%	H: i
O=C(CCc1ccccc1)NNC(=O)c1ccccc1C(=O)O
  A: 17%	B: 11%	C: -13%	D: -8%	E: -4%	F: 19%	G: -2%	H: i
O=C(CCc1ccccn1)N1CCCC(Nc2ccc(F)cc2)C1 (stereo not drawn)
  A: -31%	B: 1%	C: 3%	D: 15%	E: -3%	F: 17%	G: 5%	H: -17%
CN(C)c1ccc(/C=N/N(CCC#N)C2=NS(=O)(=O)c3ccccc32)cc1
  A: -16%	B: 17%	C: -1%	D: 5%	E: 2%	F: -6%	G: -19%	H: i
CCOC(=O)N1CCN(C(=S)NC(=O)c2ccc(Br)cc2)CC1
  A: 8%	B: -8%	C: 3%	D: 9%	E: -1%	F: -11%	G: -1%	H: i
CCOc1ccc(-n2c(SCC(=O)Nc3cc(C)ccc3C)nc3c([nH]c4ccccc43)c2=O)cc1
  A: 7%	B: .	C: .	D: -10%	E: -2%	F: .	G: .	H: -9%
N=c1c(S(=O)(=O)c2ccc(Cl)cc2)cc2c(=O)n3ccccc3nc2n1CCN1CCOCC1
  A: -4%	B: -1%	C: 4%	D: .	E: 8%	F: 0%	G: -3%	H: -6%
S=c1[nH]nc(COc2ccccc2)n1/N=C/c1cccnc1
  A: 21%	B: 8%	C: -2%	D: .	E: 5%	F: 0%	G: -3%	H: i
Cc1ccccc1OCc1nnc(SCC(=O)Nc2ccc3c(c2)OCO3)n1C
  A: -8%	B: 0%	C: 9%	D: 13%	E: 4%	F: -2%	G: 4%	H: i
CN(CC(=O)NC1CCCCCCC1)S(=O)(=O)c1cccc2cccnc12
  A: ?	B: -1%	C: -6%	D: 5%	E: 1%	F: -11%	G: 1%	H: -26%
CCN(C(=O)COC(=O)c1ccco1)c1c(N)n(Cc2ccccc2)c(=O)[nH]c1=O
  A: -13%	B: 9%	C: -5%	D: 13%	E: -8%	F: -8%	G: 10%	H: -8%
COCc1nn2c(N)c(C#N)cnc2c1-c1ccccc1
  A: 16%	B: 3%	C: -7%	D: ?	E: 0%	F: -2%	G: 2%	H: -35%[inhibitor]
O=[N+]([O-])c1cc([N+](=O)[O-])c(N2CCCCCC2)cc1NCCO
  A: -8%	B: -20%	C: 12%	D: 26%	E: 10%	F: -15%	G: 2%	H: i
CCCN(CC(=O)Nc1ccc(OC)c(OC)c1)CC(=O)Nc1ccc(F)c(F)c1F
  A: -23%	B: 9%	C: -8%	D: 31%	E: -4%	F: -1%	G: 22%	H: i
Cc1cc(C)cc(OCC(=O)OCC(=O)N(CC(C)C)c2c(N)n(Cc3ccccc3)c(=O)[nH]c2=O)c1
  A: 13%	B: 0%	C: -8%	D: 39%	E: -11%	F: -7%	G: -15%	H: -10%
N#Cc1cc(N2CCCCC2)c([N+](=O)[O-])cc1C#N
  A: -8%	B: 4%	C: 4%	D: 4%	E: -8%	F: -9%	G: 3%	H: -14%
